Screening results: PubChem BioAssay, several laboratories
Lipid droplet: modulators of hepatic lipid droplet formation; AML12 mouse hepatocytes, oleate lipid droplets, BODIPY imaging; inhibition, % at 6.5 µM; 240,000 tested, 0.4% active; AID 1656;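 active = lipid droplet intensity inhibited by at least 50%, with more than 500 cells counted; inconclusive = wells with under 300 cells, treated as cytotoxic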
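Assay system: AML12 mouse liver cells | Compound: 6.5 µM single-point dosing | Schedule: Overnight exposure | Technique: Fluorescence imaging, 20x objective, two fields per well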
NTR1 ag: NTR1-driven beta-arrestin-GFP spot formation – imaging, U2OS cells, high content, primary screen (AID 493036) | activation, % at 20 µM | P30989 | 330,000 tested, 0.17% active | agonist mode;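 active = activation at or above 40% of the spot to cytoplasm intensity ratio, with at least 20 cells analyzed; inconclusive = wells under 20 cells, flagged as cytotoxic or low count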;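 note: 0% = DMSO without peptide and 100% = 100 nM NTR1 peptide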
Target sequence (P30989 whole entry, looked up): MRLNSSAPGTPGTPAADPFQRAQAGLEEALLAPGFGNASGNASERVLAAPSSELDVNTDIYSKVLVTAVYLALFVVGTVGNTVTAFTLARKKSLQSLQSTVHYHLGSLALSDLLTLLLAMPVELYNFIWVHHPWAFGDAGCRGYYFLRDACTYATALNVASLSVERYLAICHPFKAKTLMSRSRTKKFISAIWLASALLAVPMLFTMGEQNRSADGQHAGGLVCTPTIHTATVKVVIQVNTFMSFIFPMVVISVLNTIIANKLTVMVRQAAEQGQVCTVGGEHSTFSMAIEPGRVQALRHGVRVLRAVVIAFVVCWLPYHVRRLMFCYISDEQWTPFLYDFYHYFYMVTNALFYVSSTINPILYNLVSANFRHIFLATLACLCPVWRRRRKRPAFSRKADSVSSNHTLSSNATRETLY
Large T inhibition: SV40 large T antigen inhibitors, biochemical (AID 1903) | inhibition, % at 20 µM; hits with a dose series show IC50 in µM | SV40 large T antigen ATPase/helicase inhibition assay; higher % means a stronger effect | 310,000 tested, 0.39% active; in the data active = a potency from the dose series; inconclusive = inhibition mostly from about 32% at the one dose, without a potency; inactive = the rest, 99 in 100 with inhibition below about 32%; note: strong numbers were not always called active
GPR55 antagonists: GPR55 antagonists blocking LPI-driven arrestin recruitment, primary screen, imaging, U2OS, beta-arrestin-GFP, LPI agonist (AID 2013); U2OS GPR55 beta-arrestin-GFP translocation imaging, LPI antagonism; higher % means a stronger effect; one-dose inhibition, % at 10 µM; IC50 in µM for titrated hits; 290,000 tested, 0.13% active;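 active = spots per cell inhibited over 60%, with over 100 cells counted and total cytoplasm intensity under 500,000; inconclusive = wells with under 100 cells, flagged as likely toxic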;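 note: U2OS cells stably carrying GPR55 and arrestin-GFP stimulated by 5 µM LPI near EC80; imaged beta-arrestin-GFP aggregate spots per cell after agonist stimulation; plate controls were LPI-stimulated DMSO wells for no effect and DMSO wells without LPI for full effect; some results filed as inactive read as strong as hits; confirmed hits need IC50 under 10 µM and bright autofluorescent wells are also inconclusive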
LYP phosphatase: PTPN22 lymphoid phosphatase activity blockers – biochemical, fluorescence intensity, uHTS (AID 1779); inhibition, % at 11.5 µM, or IC50 in µM where a hit was titrated; recombinant LYP phosphatase, fluorescence intensity; higher % means a stronger effect; 290,000 tested, 0.054% active; in the data active = inhibition above about 50%;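 note: plate controls were vehicle with enzyme for no effect and no enzyme for full effect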
GPR35 arrestin U2OS: GPR35 antagonists blocking zaprinast-driven arrestin recruitment, primary screen, imaging, U2OS, beta-arrestin-GFP, zaprinast agonist (AID 2058); 290,000 tested, 0.052% active; U2OS GPR35 beta-arrestin-GFP translocation imaging, zaprinast antagonism; higher % means a stronger effect; inhibition, % at 10 µM, or IC50 in µM where a hit was titrated;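 active = inhibition of at least 50% with at least 30 cells and total cytoplasm GFP at most 10,000,000; inconclusive = under 30 cells or total GFP of 10,000,000 plus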
GPR55 beta-arrestin: selective activators of receptor GPR55 – imaging, U2OS cells, beta-arrestin-GFP redistribution, primary screen (AID 1961) | 290,000 tested, 0.048% active | activation, % at 10 µM; hits with a dose series show EC50 in µM | U2OS GPR55 beta-arrestin-GFP redistribution imaging; higher % means a stronger effect;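 active = activation above 40% with more than 50 cells counted in the well; inconclusive = wells holding fewer than 50 cells, flagged as toxic or sparse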;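 note: U2OS osteosarcoma cells stably expressing GPR55 and beta-arrestin-GFP; plate controls were DMSO negative control for no effect and LPI positive control for full effect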
MgcRacGAP inhibition: MgcRacGAP GTPase-activating activity inhibitors, confirmation, biochemical, ADP Hunter fluorescence; MgcRacGAP-stimulated Rac1 GTP hydrolysis, ADP Hunter fluorescence; higher % means a stronger effect; GST-tagged Rac1 F28L mutant substrate; 340,000 tested, 0.6% active; inhibition, % at 30 µM, or IC50 in µM where a hit was titrated; AID 624330;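 active = first-screen hits whose inhibition reached a set limit at any dose in the follow-up dose series; inconclusive = inhibition above the set first-screen limit but never retested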;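 note: fluorescence reports GDP produced by GAP-driven GTP hydrolysis; strong numbers were not always called active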
T cell HTS: T cell immune modulators affecting CD8 T cell-vesicle binding. calls only at 7 µM. 2C CD8+ T cell-vesicle binding, flow cytometry; hits give low values. AID 2052. 330,000 tested, 0.068% active;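 active = response, share of CD8 T cells binding vesicles, and their 90th percentile fluorescence all below set limits, cut at about 80% in these data, passing the limit was not always enough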
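Incubation: binding step 1.5 h, 37 °C, antibody labelling 20 min, ice; system: murine 2C transgenic CD8+ T lymphocytes; technique: cytometric PE anti-B7-1 and Alexa647 anti-CD8 signals after 1% paraformaldehyde fixation; also added: QL9-charged Drosophila Ld/ICAM-1/B7-1 vesicles; control set: naked versus QL9-loaded vesicles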
Lipid droplet cells 6.5 µM: also measured in Lipid droplet; calls as there; cell count; measured here: cell count, cytotoxicity flag;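 cells counted across two imaged fields per well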
T cell HTS vesicle-bound %: also measured in T cell HTS; calls as there; double positive events, %; measured here: CD8+ vesicle-bound cell fraction;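 binding gate set so that unloaded-vesicle control wells show 10% double positive cells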
NTR1 ag cell count 20 µM: recorded beside NTR1 ag, whose call it bears; cell count; measured here: cell count, cytotoxicity flag
* marks the source's active call; other numbers are inactive results; i = inactive; ? = inconclusive; . = no result given.

molecule	Lipid droplet	Lipid droplet cells 6.5 µM	NTR1 ag	NTR1 ag cell count 20 µM	Large T inhibition	GPR55 antagonists	LYP phosphatase	GPR35 arrestin U2OS	GPR55 beta-arrestin	MgcRacGAP inhibition	T cell HTS	T cell HTS vesicle-bound %
COc1cccc(N(CC(=O)NC(C)c2ccccc2)S(C)(=O)=O)c1 (centres undefined)	.	.	-2.3	97	-25%	3%	-8%	19%	-0.1%	6%	i	30
CCCCCCCC(=O)NNC(=O)c1c(O)c2ccccc2n(CCC)c1=O	-4	717	4.9	34	6%	6%	-9%	-4%	1.0%	2%	i	56
COCNc1nc(OCC#N)nc(N(C)C)n1	.	.	-1.1	103	-1%	5%	-5%	10%	-0.2%	6%	i	35
COc1ccc(OC)c(CN2CCC(N3CCC(C(=O)NC4CC4)CC3)CC2)c1	-24	648	-1.8	40	4%	11%	-2%	7%	0.0%	-1%	i	68
CC(C(=O)OCn1nnc2ccccc2c1=O)N1C(=O)c2ccccc2C1=O (centres undefined)	-9	558	-0.7	87	-1%	20%	-3%	-1%	-0.2%	7%	i	37
COc1ccc(CNC(=O)CCC(=O)Nc2cccnc2)cc1	.	.	-1.0	57	12%	-3%	-2%	20%	-0.1%	4%	i	58
Clc1cccc(NCc2cn3cccnc3n2)c1	-1	678	-0.5	48	2%	-16%	0%	-6%	0.8%	-5%	i	37
COc1cccc(/C(N)=N/OC(=O)Cc2ccccc2[N+](=O)[O-])c1	3	716	-1.0	58	4%	12%	-7%	2%	-0.2%	-18%	i	27
Cc1c(Cl)cccc1NC(=S)N1CCN(c2ccccn2)CC1	19	724	-1.5	85	15%	0%	-4%	14%	0.2%	3%	i	19
CN(C(=O)COC(=O)CNC(=O)C12CC3CC(CC(C3)C1)C2)c1ccccc1	-2	849	0.0	69	22%	10%	-12%	1%	0.0%	4%	i	9
CC(C)(C)c1ccc(C(=O)c2cn[nH]c2-c2ccccc2O)cc1	15	812	3.1	97	-6%	6%	-5%	-3%	0.0%	.	i	36
CC(C)CN(C(=O)CCC(=O)OCC(=O)c1ccc(F)c(F)c1)c1c(N)n(CC(C)C)c(=O)[nH]c1=O	-15	860	0.9	57	11%	11%	1%	-10%	0.2%	6%	i	7
Cc1ccc(CSc2nnc(SCC(=O)N/N=C/c3c[nH]c4ccccc34)s2)cc1	-26	714	.	.	-2%	-5%	-8%	-20%	-0.4%	?	.	.
COc1cc(C(=O)NC(C)C2CC3CCC2C3)cc(OC)c1OC (centres undefined)	6	831	-0.3	57	8%	12%	-10%	2%	-0.1%	7%	i	57
CC(=O)Nc1ccc(SC(C)C(=O)NC(N)=O)cc1 (centres undefined)	0	774	1.6	67	5%	-5%	-6%	9%	0.0%	10%	i	38
CC(C)(C)C(=O)C[n+]1ccc(C(N)=O)cc1	-5	515	-0.4	72	0%	8%	-3%	-1%	0.2%	-15%	i	37
CCCCC(=O)NS(=O)(=O)c1ccc(N=NN2CCOCC2)cc1	0	613	-0.4	73	10%	7%	1%	4%	-0.3%	0%	i	45
C=CCNC(=O)c1ccc2c3n(nc2c1)-c1ccc(Cl)cc1CO3	.	.	2.3	92	6%	.	.	.	.	5%	i	19
CC(C)CCNC(=O)C1CCC(CNS(=O)(=O)c2ccc(Cl)cc2)CC1 (centres undefined)	0	818	0.3	96	1%	8%	-2%	-12%	-0.2%	3%	i	20
O/N=C/c1cn(-c2ccccc2)nc1-c1cccnc1	3	666	0.8	63	9%	-36%	-6%	-2%	-0.1%	0%	i	32
CO/N=C\CC(=O)Nc1ccc(Oc2ccccc2)cc1	18	790	0.6	49	8%	-9%	2%	-5%	-0.5%	2%	i	43
CCC(Sc1ccc(C(=O)O)cc1)C(=O)O (centres undefined)	-32	734	-1.4	63	2%	6%	-10%	-4%	0.3%	-4%	i	40
O=C(Cc1ccc(Cl)cc1)Nc1ccccc1C(=O)N1CCCC1	-17	821	-1.1	47	8%	-1%	2%	2%	-0.2%	3%	i	15
O=C(Nc1nc(-c2ccccc2)cs1)c1ccc2c(=O)n3c(nc2c1)CCCCC3	-4	674	33	57	11%	22%	11%	-39%	-0.2%	14%	i	52
O=C(Nc1ccccc1F)c1c[nH]c(=O)[nH]c1=O	-2	727	0.8	53	20%	8%	-9%	31%	-0.1%	-5%	i	26
CC1=C(C(=O)Nc2cccnc2)C(c2ccc3c(c2)OCO3)C2=C(CCCC2=O)N1 (centres undefined)	3	787	-5.9	83	9%	-5%	-11%	-4%	-0.1%	8%	i	51
CCCCc1nnc(NC(=O)c2nc3nccc(C)n3n2)s1	0	660	-0.6	46	-3%	12%	-3%	-2%	-0.2%	0%	i	27
O=C(NC(C(=O)N/N=C/c1ccccn1)c1n[nH]c(=O)c2ccccc12)c1ccccc1 (centres undefined)	15	754	0.5	52	9%	1%	5%	-4%	0.0%	10%	i	30
c1ccc(C2CNCc3c2ccc2ccccc32)cc1 (centres undefined)	-88	561	4.1	60	19%	15%	-1%	13%	-0.1%	6%	i	30
Cc1ccc(NC(=O)CSc2nnc(Cc3ccccc3)c(=O)[nH]2)c(C)c1	.	.	1.5	43	13%	.	.	.	.	-2%	i	36
Cc1ccc2c(c1)C(c1ccccc1)CC(=O)O2 (centres undefined)	-6	762	-1.4	35	12%	16%	-2%	2%	0.6%	8%	i	40
O=C(CN(C(=O)c1csnn1)c1cccc2ccccc12)NCc1ccccc1	-6	776	0.3	58	6%	-4%	-5%	-4%	-0.1%	9%	i	13
O=C(/C=C/c1ccc2ccccc2n1)N1CCN(S(=O)(=O)c2ccc(F)cc2)CC1	-13	683	3.4	60	18%	8%	-3%	-2%	-0.1%	12%	i	25
Cc1ccc(C)c(Cn2c(=O)n(CCCC(=O)NCc3ccco3)c(=O)c3ccccc32)c1	-5	730	3.7	75	7%	-4%	-4%	-7%	0.1%	5%	i	28
CC(C)(C)OC(=O)NNc1c2ccccc2nc2ccccc12	-41	669	1.9	65	20%	12%	-7%	-8%	0.9%	15%	i	66
Cc1ccc(S(=O)(=O)N2CCN(C(=O)c3ccnn3C)CC2)cc1C	-12	625	1.6	71	7%	-3%	-10%	-9%	-0.2%	9%	i	21
CSC1=NS(=O)(=O)c2c(C)nn(C)c2S1	-8	581	-0.5	49	33µM*	7%	-9%	-4%	0.2%	23%	i	18
COc1ccccc1N1CCN(C2CCCN(Cc3ccccc3OCCO)C2)CC1 (centres undefined)	27	815	1.6	58	0%	2%	-5%	5%	0.3%	15%	i	67
O=S(=O)(NC(=S)Nc1ccccc1)c1ccc(F)cc1	11	713	-0.1	53	16%	14%	-2%	-16%	-0.1%	10%	i	34
C[C@H]1CCC[C@]2(O[C@@H](CCO)C[C@@H](O)[C@@H]2O)O1	.	.	0.1	57	27%	.	.	.	.	3%	i	26
CCN(c1ccccc1)S(=O)(=O)c1ccc(Cl)c(NC(=O)COC(=O)c2ccc(O)cc2)c1	-6	619	9.8	39	-3%	-3%	1%	7%	0.5%	5%	i	47
CCOc1cc(CNCC2CCCO2)cc(Br)c1OCC(N)=O (centres undefined)	.	.	2.0	76	12%	3%	-2%	19%	-0.1%	3%	i	26
COc1ccccc1NC(=S)N(Cc1ccco1)Cc1cc2cccc(C)c2[nH]c1=O	-42	655	3.0	56	3%	15%	11%	-3%	-0.2%	-6%	i	2
c1ccc(CSc2ccc(-c3cccnc3)nn2)nc1	4	701	0.9	61	1%	-3%	-8%	1%	0.2%	4%	i	24
Cc1ccc(C(=O)Nc2onc(C)c2C#N)cc1	2	671	-0.8	59	-2%	-1%	2%	9%	0.6%	6%	i	24
CCOc1ccc(Cn2ccnc2CCl)cc1[N+](=O)[O-]	.	.	-0.5	44	2%	10%	-3%	0%	0.2%	16%	i	54
CC1CC(C)(C)NC(=S)N1CC(=O)NCc1ccc2c(c1)OCO2 (centres undefined)	8	689	-0.2	53	21%	4%	-4%	1%	0.1%	4%	i	61
COc1cc(OC)cc(C(=O)NCC(=O)Nc2ccc(OC)c(Cl)c2)c1	-8	793	-0.1	58	4%	-18%	-5%	-2%	0.0%	-6%	i	14
O=C1NC(c2ccccc2)C(C(=O)c2cccs2)=C1O (centres undefined)	21	768	-2.5	76	2%	-4%	-4%	-4%	-0.1%	5%	i	17
Cc1cc(C)c2[nH]c(=O)c(CN(C(=O)C3CCCO3)C3CCCC3)cc2c1 (centres undefined)	.	.	.	.	8%	-1%	-5%	-9%	-0.2%	.	.	.

(continued)
molecule	Lipid droplet	Lipid droplet cells 6.5 µM	NTR1 ag	NTR1 ag cell count 20 µM	Large T inhibition	GPR55 antagonists	LYP phosphatase	GPR35 arrestin U2OS	GPR55 beta-arrestin	MgcRacGAP inhibition	T cell HTS	T cell HTS vesicle-bound %
O=[N+]([O-])c1ccc(Cl)c(NC(=S)N2CCCC2)c1	-20	785	-0.4	50	-35%	-1%	-11%	12%	-0.1%	9%	i	25
CCOC(=O)Cn1cnc2c(nnn2-c2cccc(Cl)c2)c1=O	8	838	0.4	44	7%	-1%	1%	16%	0.0%	9%	i	25
CC(=O)Nc1ccc(NC(=O)c2nc(S(=O)(=O)Cc3cccc(C)c3)ncc2Cl)cc1	14	600	1.2	63	13%	-3%	-8%	3%	0.0%	14%	i	9
CC(C)(c1ccccc1)c1ccc(OCC2CO2)cc1 (centres undefined)	-8	778	-0.6	64	1%	8%	-2%	-10%	0.2%	6%	i	50
CCC1(c2ccccc2)NC(=O)N(CC(=O)NCc2ccccc2OC)C1=O (centres undefined)	-6	705	-0.2	60	-6%	-1%	-6%	11%	0.2%	7%	i	38
CCOc1cc(C(=O)Nc2cccc(C(C)=O)c2)ccc1OCC(=O)N1CCCCC1	4	707	1.2	42	0%	-2%	-2%	5%	-0.4%	3%	i	57
